# Fluorescein fluor: compound autofluorescence in fluorescein spectral region; Compound autofluorescence, 480/540 nm, fluorescein-equivalent; stronger effect = higher value; AID 593; max fluorescein-equivalent concentration, M; 59,000 compounds, 0.91% hits; in the data active means max fluorescein-equivalent concentration above about 10 nM; inconclusive means between about 1.1 nM and that limit
#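 Read-out is intrinsic compound fluorescence at 480/540 nm (excitation/emission), expressed as dye-equivalent concentration using a fluorescein standard series run on every plate. Compounds sat 15 min at room temperature in 100 mM Tris, pH 8.0.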
# 4MU fluor: 4-MU region autofluorescence; compound autofluorescence, 340/450 nm, 4-MU equivalents; stronger effect = higher value; max dye-equivalent concentration, M; 59,000 compounds, 11% hits; in the data active means max dye-equivalent concentration above about 10 nM; inconclusive means mostly about 1.1 nM to 9.6 nM
#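 Compounds in 100 mM Tris, pH 8.0, incubated 15 min at room temperature, then fluorescence read at 340 nm excitation/450 nm emission. Signal converted to 4-MU dye-equivalent concentration using an on-plate six-point 4-MU standard curve.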
# A350 fluor: compound fluoresces in the Alexa 350 spectral region | Compound autofluorescence, 340/450 nm, Alexa 350 dye-equivalents; stronger effect = higher value | max dye-equivalent concentration, M | 59,000 compounds, 11% hits; in the data active means max dye-equivalent concentration above about 10 nM; inconclusive means mostly about 1.1 nM to 9.6 nM
# GFP derepression: epigenetic modulators derepressing GFP locus in mouse cells. mouse C127i GFP locus derepression, cytometry, 30 h. 68,000 compounds, 0.09% hits. Potency, µM (doses to about 46.1 µM), inactives show at the highest dose GFP derepression (activation); further: % of control where 0% means no effect
#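 Derepression screen: silenced CMV-GFP reporter in murine C127i cells, 30 h compound incubation at 37 C, washed cells imaged by laser-scanning cytometer to enumerate GFP-expressing objects of 20 to 120 um.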
# Casp1 inh: allosteric or competitive inhibitors of human caspase-1 | AID 900 | Potency, µM (doses to about 57.5 µM), without a hit: at the top dose activity change, negative = inhibition, most hits filed as inhibitors | P29466 | Caspase-1 enzyme, Ac-WEHD-AFC fluorogenic rate | 75,000 compounds, 0.03% hits;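 further: potency means the concentration at half of the fitted maximal effect; plate controls were vehicle for no effect and no substrate for full effect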
# USP2a inhib: inhibitors of human ubiquitin-specific protease USP2a | Potency, µM (series often up to 38.3 µM), for the others: top-dose activity change, negative = inhibition, usual class: inhibitors | 60,000 compounds, 0.1% hits | USP2a enzymatic assay, qHTS inhibition | AID 927;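 further: potency means the concentration at half of the fitted maximal effect; nearly all actives have a fitted effect of over 60% in size; plate controls were DMSO for no effect and NEM full inhibition control for full effect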
#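 USP2 core (20 nM final) was preincubated with compound for 30 min at RT in 20 mM Tris-HCl pH 8.0, 2 mM CaCl2, 2 mM beta-mercaptoethanol; Ub-PLA2 (20 nM) plus NBD C6-HPC (20 uM) then added, fluorescence read after 2.5 h.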
# HEK293 cAMP cs: raises cAMP in parental HEK293 cells, TSHR agonist counter-screen; parental HEK293 CNG cAMP sensor, membrane potential fluorescence; Potency, µM (top dose mostly 57.1 µM), for the others: at the highest dose activation, actives largely listed as activators; 73,000 compounds, 2.5% hits; further: potency means the concentration at half of the fitted maximal effect; % of control where 0% means no effect; nearly all actives have a fitted effect of over 55% in size
#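 Parental HEK 293 cells stably expressing a cAMP-gated CNG channel were loaded with membrane potential dye containing 100 uM RO 20-1724 for 60 min. Compound added for 30 min; depolarization read as fluorescence intensity at 590 nm.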
# Caspase-7 inhib: blocks human caspase-7 allosterically or competitively; 75,000 compounds, 0.02% hits; Potency, µM (titrated, usually from 57.5 µM), without a hit: at the top dose activity change, negative = inhibition, usual class: inhibitors; AID 889; recombinant caspase-7, Ac-DEVD-AFC fluorescence rate; P55210; active means well fitted inhibition curve with a large enough effect in the main read-out, with a control signal flat, not every such curve was filed as active; inconclusive means small, poorly fitted or top-dose-only effect, or a change in a side signal; further: potency means the concentration at half of the fitted maximal effect; % of control where 0% means no effect
# BRCT PPI red: disrupts BRCA1 BRCT binding to phosphoprotein, red fluorophore readout | P38398 | BRCT-phosphopeptide binding, red fluorescence polarization | Potency, µM (top dose mostly 76.9 µM), without a hit: top-dose activity change, negative = inhibition, hits mostly inhibitors | 75,000 compounds, 0.03% hits; further: on the % scale 0 is the no-effect control and ±100 the full control effect
#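 Rhodamine-labelled pBACH1 10-mer (100 nM) bound to BRCT domain (100 nM) at pH 7.3; compounds incubated 12 min room temperature, polarization read. Free peptide defines full inhibition; unlabelled decapeptide titrated as control.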
# UbGFP stabilizer: proteasome inhibitors stabilizing ubiquitin-GFP reporter | Ubiquitin-GFP reporter cells, proteasome inhibition, GFP fluorescence; response scale: untreated = 0%, 10 µM MG-132 = 100% | 67,000 tested, under 10 active | AID 526 | Potency, µM (doses to about 45.9 µM), inactives show top-dose activation (GFP accumulation), hits mostly activators; active means well fitted activation curve with a large enough effect, not every such curve was filed as active; inconclusive means small, poorly fitted or top-dose-only effect, or another doubt; inactive means no such curve, though single readings can be large or run the other way; further: potency means the concentration at half of the fitted maximal effect
#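 Reporter cells (U2OS, ubiquitin-G76V-GFP fusion) are plated overnight, then treated 4 hr at 37 °C with compound titrations from 46 uM down to 2.9 nM. Activity is scaled against untreated cells and 10 uM MG-132.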
# BRCT inh green: BRCA1 BRCT-phosphoprotein interaction inhibition. P38398. BRCA1 BRCT-phosphopeptide binding, green fluorescence polarization. Potency, µM (doses to about 76.9 µM), for inactives: top-dose activity change, negative = inhibition, usual class: inhibitors. 75,000 compounds, 0.05% hits;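 further: potency means the concentration at half of the fitted maximal effect; plate controls were peptide without protein for full effect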
#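 Compounds were incubated for 12 min at room temperature with a complex of 100 nM fluorescein-tagged pBACH1 decapeptide and 250 nM His-tagged BRCT protein. Buffer was phosphate pH 7.3 with EDTA, DTT and Tween 20. Disruption of binding lowers the polarization signal.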
# * hit, by the source's call; i = inactive; ? = inconclusive; · = not tested or not shown; [ ] = another dose, or the depositor's remark. Unless noted, the call rests on the fitted dose curve; in most records, active means well fitted curve in the direction sought with a large enough effect; inconclusive means small, poorly fitted or top-dose-only effect, or another doubt; inactive means no such curve, though single readings can be large; an effect the other way counts as inactive or inconclusive. These rows are one share of the data; count on the stated rates, not on these rows.
SMILES,Fluorescein fluor,4MU fluor,A350 fluor,GFP derepression,Casp1 inh,USP2a inhib,HEK293 cAMP cs,Caspase-7 inhib,BRCT PPI red,UbGFP stabilizer,BRCT inh green
COc1cccc2[nH]c3c(N4CCC(C)CC4)ncnc3c12,?,2e-08M*,2.5e-08M*,-2%,-3%,26%,-9%,-1%,-1.2%,5%,-0.8%
CN(CC(=O)NCc1ccc(F)cc1)S(=O)(=O)c1cccc2nsnc12,i,i,i,1%,-1%,9%,?,3%,-0.6%,15%,-0.4%
CCOC(=O)c1oc2ccc(Br)cc2c1NC(=O)CN1CCN(C)CC1,?,i,?,-1%,1%,13%,18%,-1%,0.4%,-10%,-1.3%
Cc1ccc(-c2nn3c(C)nnc3s2)cc1NC(=O)c1ccc(-c2ccc(Cl)cc2Cl)o1,?,1e-07M*,1.2e-07M*,-3%,-1%,-19%,?,0%,7.3%,-4%,19%
CCCN1CCN(CCCNC(=O)Cn2ncc3c4ccccc4n(C)c3c2=O)CC1,·,·,·,-5%,3%,·,-1%,-1%,-0.8%,-2%,-1.7%
Cc1ccc(C)c2[nH]c(=O)c(CN(CC3CCCO3)S(=O)(=O)c3ccc4c(c3)OCCO4)cc12 (stereo not drawn),i,?,?,1%,-1%,·,17%,0%,-0.5%,-1%,-3.5%
CCc1nnc(NC(=O)CCN2C(=O)c3ccccc3C2=O)s1,i,i,i,4%,-1%,-5%,11%,2%,0.5%,0%,0.3%
CC1CN(CCC(=O)Nc2ccc3c(c2)OCO3)CC(C)O1 (stereo not drawn),i,i,i,0%,-3%,-3%,?,-2%,0.1%,3%,-1.0%
COc1ccc(CC(CC(=O)O)C(=O)Nc2ccc(OC)cc2)cc1 (stereo not drawn),?,i,i,1%,3%,-4%,8%,1%,0.4%,19%,-4.3%
CN(C1=NC(=O)C(CC(=O)Nc2ccc(Br)cc2)S1)c1ccc(O)cc1 (stereo not drawn),i,i,i,0%,-1%,48%[activator],-53%[inhibitor],-5%,-0.1%,-6%,1.3%
Oc1cc(O)c2c(c1)O[C@@H](c1ccc(O)c(O)c1)[C@H](O[C@@]1(c3cc(O)c(O)c(O)c3)Oc3cc(O)cc(O)c3[C@H](O)[C@@H]1O)C2,?,?,?,0%[9.22 µM],-1%[11.5 µM],·,6%[11.4 µM],-17%[11.5 µM],1.7%[15.4 µM],-2%[9.17 µM],-0.8%[15.4 µM]
O=C(N1CCN(Cc2ccccc2)CC1)C12CC3CC(CC(C3)C1)C2,?,i,?,0%,-2%,5%,3%,-4%,-1.0%,-5%,-1.8%
CC(=O)c1c(C(C)=O)c(C)n(Cc2ccccc2)c1C,·,·,·,-2%,-1%,3%,?,-1%,0.2%,-4%,-0.2%
CCN(CC)CCCN1C(=O)CSC1c1ccc2c(c1)OCO2 (stereo not drawn),i,i,i,0%,1%,4%,5%,0%,-0.8%,0%,-1.3%
Cn1c(=O)c2c(nc(OCc3ccccc3)n2C)n(C)c1=O,·,·,·,0%,-3%,·,6%,-2%,-0.2%,10%,-0.6%
O=C(CCS(=O)(=O)c1ccc(Cl)cc1)N1CCN(c2ccccc2F)CC1,i,i,i,-4%,3%,2%,14%,-1%,0.7%,2%,-2.3%
CCOc1ccc(NC(=O)CN2CCN(CC(=O)Nc3cc(OC)cc(OC)c3)CC2)cc1,i,i,i,0%,1%,20%,4%,-1%,-2.0%,-10%,-2.3%
COCCn1nnnc1C(c1ccccc1OC)N1CCc2ccccc2C1 (stereo not drawn),i,i,i,2%,-1%,1%,29%,2%,0.5%,0%,0.8%
COC(=O)[C@H]1C[C@@H]1[C@H](NC(=O)c1cccnc1)c1ccccc1,·,·,·,·,-1%,·,-5%,0%,0.9%,·,0.0%
CSc1nc(N2CCOCC2)c2c(c1C#N)CCCCC2,?,i,i,-2%,-4%,-28%,25µM*,-1%,-2.8%,3%,2.3%

# Arranged by value in UbGFP stabilizer (ascending): 3 of the compounds above.
compound | UbGFP stabilizer
CCOc1ccc(NC(=O)CN2CCN(CC(=O)Nc3cc(OC)cc(OC)c3)CC2)cc1 | -10%
CC(=O)c1c(C(C)=O)c(C)n(Cc2ccccc2)c1C | -4%
COCCn1nnnc1C(c1ccccc1OC)N1CCc2ccccc2C1 (stereo not drawn) | 0%

# Some values from the results shown:
# UbGFP stabilizer with Oc1cc(O)c2c(c1)O[C@@H](c1ccc(O)c(O)c1)[C@H](O[C@@]1(c3cc(O)c(O)c(O)c3)Oc3cc(O)cc(O)c3[C@H](O)[C@@H]1O)C2 → -2%[9.17 µM]
# UbGFP stabilizer with CSc1nc(N2CCOCC2)c2c(c1C#N)CCCCC2 → 3%

# Next part
SMILES,Fluorescein fluor,4MU fluor,A350 fluor,GFP derepression,Casp1 inh,USP2a inhib,HEK293 cAMP cs,Caspase-7 inhib,BRCT PPI red,UbGFP stabilizer,BRCT inh green
CN(CC(=O)N1CCc2ccccc2C1)S(=O)(=O)c1ccc2c(c1)c(=O)n(C)c(=O)n2C,·,·,·,·,-10%,·,5%,-2%,-1.6%,-6%,-0.2%
O=C(NCCN1CCOCC1)C1CCN(Cc2ccccc2O)CC1,i,i,i,3%,1%,-25%,?,-1%,-1.1%,8%,-0.6%
COC(=O)c1noc(-c2ccc(OC)cc2)n1,i,i,i,0%,2%,0%,18%,2%,1.9%,-1%,0.6%
Cc1c(C(=O)NCc2cccs2)oc2ccccc12,i,i,i,3%,0%,3%,19%,-1%,-2.5%,5%,2.3%
CC(=O)O[C@@]1(C(C)=O)CCC2C3C=C(C)C4=CC(=O)CCC4(C)C3CCC21C (stereo partly drawn),·,·,·,·,-2%,25%,·,1%,0.8%,·,-0.5%[3.08 µM]
Cn1c(CCN2CCCCC2)nc2cc(NC(=O)NC3CCCCC3)ccc21,i,i,i,2%,-2%,12%,1%,-2%,1.3%,-4%,-1.0%
COc1ccc(-n2c(N)c(C(=O)NCC3CCCO3)sc2=S)cc1 (stereo not drawn),?,i,i,2%,1%,4%,1%,1%,-0.8%,1%,-6.8%
Cc1nnc2n(Cc3ccccc3)c(=O)c3c4c(sc3n12)COC(C)(C)C4,i,i,i,0%,0%,15%,?,-2%,-2.7%,-2%,-0.2%
COc1ccc(S(=O)(=O)N2CCN(C(=O)COc3ccc4c(C)cc(=O)oc4c3)CC2)cc1,i,7.3e-08M*,8.9e-08M*,2%,1%,47%[activator],7%,-3%,-0.5%,-5%,0.1%
COc1cccc(Nc2nnc(SCC(=O)N3CC(C)OC(C)C3)s2)c1 (stereo not drawn),?,i,i,0%,-3%,7%,-8%,0%,-0.9%,0%,-0.8%
CCCc1nc2sc3ccccc3c(=O)c2c(=O)n1Cc1ccco1,i,i,?,0%,-5%,34%[activator],?,-26%,-1.5%,-2%,-2.8%
Cc1cc(NS(=O)(=O)c2ccc(-c3ccccc3)cc2)no1,i,i,i,2%,-3%,7%,?,2%,1.3%,-1%,0.0%
CC(C)=CCC/C(C)=C/CO/N=C1/C[C@@H](O)[C@@H](O)[C@@H]2[C@@H]3C(=O)N(C4CCCCC4)C(=O)[C@H]3CC[C@H]12,·,·,·,·,-1%[11.5 µM],·,8%[11.4 µM],2%[11.5 µM],0.1%[15.4 µM],·,-1.0%[15.4 µM]
COc1ccccc1C1/C(=C(/O)c2ccccc2)C(=O)C(=O)N1CC(C)C (stereo not drawn),i,i,i,-1%,0%,25%,9%,2%,-1.9%,2%,-2.9%
Clc1cc(Cl)c(OCc2nc(-c3ccccn3)no2)cc1Cl,?,i,i,0%,-3%,6%,?,-9%,-0.4%,1%,-0.2%
COc1ccc(NC(=O)CN2CCN(CC(=O)Nc3ccc4c(c3)OCO4)CC2)cc1,i,i,i,0%,1%,-1%,-3%,-1%,-0.5%,9%,0.6%
Cn1cccc1Cc1nnc(SCC(=O)Nc2nc3ccccc3s2)n1CCc1ccccc1,i,i,i,0%,-7%,44%[activator],28%,-6%,0.7%,14%,0.7%
ON=Cc1cccn1-c1ccccc1,·,·,·,-4%,-2%,3%,15%,0%,-0.6%,-5%,-0.2%
CCOc1ccc2[nH]c(=O)c(CN(Cc3nnnn3Cc3ccco3)C3CCCCC3)cc2c1,?,2.2e-08M*,2.2e-08M*,0%,?,·,?,-28%,0.8%,1%,9.5%
CCOC(=O)CN(C(=O)CSc1nnc(CNc2ccc(F)cc2)o1)c1ccccc1,i,i,i,2%,1%,29%,1%,0%,-1.0%,1%,-3.8%
O=C(c1noc2c1CCCCC2)N1CCOCC1,i,i,i,3%,2%,-11%,1%,-1%,0.5%,-13%,-0.5%
Cc1cc(NC(=O)CSc2ncnc3sc4c(c23)CCC(C)C4)no1 (stereo not drawn),i,i,i,4%,3%,0%,3%,0%,0.1%,?,1.3%
Oc1ccc2[nH]cnc2c1CN1CCCCC1,?,i,i,3%,-2%,-6%,25%,-1%,1.5%,2%,-1.1%
C[C@@H]1CC[C@H]2C(=O)O[C@H](CN=[N+]=[N-])CN2[C@@H]1c1ccc(Br)cc1,·,·,·,·,3%[11.5 µM],·,?,2%[11.5 µM],0.0%[15.4 µM],·,-1.1%[15.4 µM]
CCOC(=O)Cc1csc(NC(=O)c2ccc(Br)s2)n1,i,i,i,4%,-1%,5%,?,-1%,-3.3%,1%,0.0%
